Assay outcomes: PubChem BioAssay, several laboratories
TcdB GH inh = blocks C. difficile toxin B glycohydrolase activity; TcdB glycohydrolase enzymatic assay, plate reader; P18177; hit rate 0.24% among 350,000; inhibition, % at 9.99 µM; in the data active = inhibition above about 10%
GDH-TPI counter = inhibits GDH-TPI coupling enzymes, artifact for Mtb FBA screen; inhibition, % at 4.8 µM; GDH-TPI coupled enzyme counterscreen, NADH absorbance; hit rate 1.2% among 360,000; in the data active = inhibition above about 30%;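 note: 0% = DMSO wells and 100% = wells lacking the enzyme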
Yp Topo-I inh = Y. pestis Topo-I inhibition via cleavage products; Y. pestis Topo-I cleavage product accumulation, plate reader; activity, % at 10 µM; hit rate 0.064% among 360,000; in the data active = activity above about 50%, passing the limit was not always enough; inconclusive = no clear call, values can overlap the other calls; note: inactives centre near 2
UGM FP inh = blocks M. tuberculosis UGM enzyme; inhibition, % at 10 µM; P9WIQ1; purified UGM, fluorescence polarization probe displacement; hit rate 0.06% among 320,000; in the data active = inhibition above about 10%, passing the limit was not always enough; inconclusive = no clear call, values can overlap the other calls
Target sequence (P9WIQ1 whole entry, looked up): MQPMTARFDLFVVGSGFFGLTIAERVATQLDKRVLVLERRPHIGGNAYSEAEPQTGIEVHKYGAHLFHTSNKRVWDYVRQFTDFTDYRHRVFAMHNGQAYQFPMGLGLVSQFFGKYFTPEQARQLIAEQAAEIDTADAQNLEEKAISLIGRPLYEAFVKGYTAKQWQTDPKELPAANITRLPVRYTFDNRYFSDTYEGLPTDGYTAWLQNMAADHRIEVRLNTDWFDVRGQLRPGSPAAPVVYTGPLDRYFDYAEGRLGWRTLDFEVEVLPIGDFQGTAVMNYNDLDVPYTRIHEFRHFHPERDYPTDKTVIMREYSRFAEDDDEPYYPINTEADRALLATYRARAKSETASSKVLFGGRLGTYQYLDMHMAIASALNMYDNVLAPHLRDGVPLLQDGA
BH1578 lux ind = quorum light induction in luxS cqsA deficient V. cholerae | V. cholerae BH1578 lux reporter, luminescence, 6 h | activation, % at 18.7 µM | hit rate 0.16% among 350,000 | AID 588436; in the data active = activation mostly above about 9.7%, no sharp cut-off; inconclusive = no clear call, values can overlap the other calls; inactive = mostly below about 3.7%; note: not every result past the cut was called active; inactives centre near 0; reference of the scale not given here
FadD28 FP inh = inhibitors of Mycobacterium tuberculosis FadD28 bisubstrate binding; FadD28 bisubstrate probe binding, fluorescence polarization; inhibition, % at 12.5 µM; hit rate 0.22% among 360,000; in the data active = inhibition above about 8.5%, passing the limit was not always enough; inconclusive = no clear call, values can overlap the other calls
Mtb BioA inh = blocks M. tuberculosis BioA enzyme activity; purified M. tuberculosis BioA enzyme, plate reader; hit rate 0.096% among 360,000; inhibition, % at 9.99 µM; in the data active = inhibition above about 40%; inconclusive = no clear call, values can overlap the other calls
Mtb FBA inh = inhibits M. tuberculosis FBA enzyme; P9WQA3; purified M. tuberculosis FBA, fluorescence read-out; inhibition, % at 1 µM; hit rate 2.3% among 360,000; in the data active = inhibition above about 27%;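 note: 0% = vehicle and 100% = reference inhibitor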
Target sequence (P9WQA3 whole entry, looked up): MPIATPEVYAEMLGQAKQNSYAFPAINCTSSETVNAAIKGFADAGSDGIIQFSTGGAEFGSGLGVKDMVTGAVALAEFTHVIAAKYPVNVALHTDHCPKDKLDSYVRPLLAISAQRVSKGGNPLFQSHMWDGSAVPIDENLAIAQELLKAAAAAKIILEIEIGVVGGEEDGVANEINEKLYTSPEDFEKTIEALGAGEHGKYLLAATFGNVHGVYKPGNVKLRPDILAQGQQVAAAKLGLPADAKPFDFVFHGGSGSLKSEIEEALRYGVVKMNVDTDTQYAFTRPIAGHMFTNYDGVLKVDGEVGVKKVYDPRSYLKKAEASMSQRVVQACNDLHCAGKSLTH
PfHsp40 yeast = rescue of PfHsp40-mediated yeast toxicity | growth rescue, % at 12.5 µM | S. cerevisiae expressing PfHsp40, growth rescue, ATP luminescence | hit rate 0.68% among 340,000 | AID 504582; in the data active = growth rescue above about 28%, passing the limit was not always enough; inconclusive = no clear call, values can overlap the other calls;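 note: yeast W303a lacking pdr1 and pdr3 grown in galactose medium; growth measured after three days at 30 °C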
Numbers without * were called inactive; i = inactive; ? = inconclusive; . = no result given; & = joins results of further samples.

SMILES	TcdB GH inh	GDH-TPI counter	Yp Topo-I inh	UGM FP inh	BH1578 lux ind	FadD28 FP inh	Mtb BioA inh	Mtb FBA inh	PfHsp40 yeast
CCN(CC)CC(=O)Nc1nn(-c2ccccc2)nc1C(N)=O	.	-5	-5	-0.4	i	-0.9	-1.6	18	-0.1
Brc1ccc(-c2cn3c(n2)SCC3)cc1	0.5	-5	10	-0.6	-0.6	0.0	-0.7	2	1.1
CCCCN(C)CCCNC(=O)C1CCC(CNS(=O)(=O)c2c(C)cc(C)cc2C)CC1 (stereo not drawn)	0.8	-8	-3	-3.9	-1.4	-2.1	-0.6	-2	-1.0
CCN(CC)C(=O)Cn1cc(C(=O)C(=O)Nc2ccc3c(c2)OCCO3)c2ccccc21	-5.0	23	14	-0.1	-0.1	-5.9	-1.5	-5	3.2
CCOC(=O)COn1c(=O)c(=O)n(O)c2ccccc21	.	22	-1	0.6	i	-2.1	-1.7	-1	0.3
C=CCOc1ccc(C2/C(=C(\O)c3ccc(F)cc3)C(=O)C(=O)N2CCCN(C)C)cc1 (stereo not drawn)	.	22	6	1.1	i	-0.4	0.0	2	4.1
C(=N\n1cnnc1)/c1cn(Cc2ccccc2)c2ccccc12	.	31*	26	-0.2	1.8	-9.8	3.6	-2	2.9
O=C(Cn1cnc2ccccc2c1=O)NCCC(=O)N1CCN(Cc2ccccc2)CC1	.	-1	0	4.3	-0.2	0.1	-2.8	0	-1.7
COc1cc([N+](=O)[O-])cc2cc(C(=O)NC(C)(C)C)c(=O)oc12	.	1	-9	3.1	i	-0.9	.	-5	-0.3
CCCCN1CCNC[C@@H]1c1ccccc1	-4.0	13	3	1.3	i	-0.7	0.3	5	0.4
O=C(Cn1sc2ccccc2c1=O)Nc1ccc(Cl)cc1	1.6	4	-13	.	-0.4	-3.1	-1.1	1	.
CN(C(=S)Nc1ccccc1F)C1(c2ccccc2Cl)CCCCC1=O (stereo not drawn)	.	-10	6	-2.0	-0.2	-12	0.4	1	-0.3
CC(NC(=O)COc1ccccc1)C(c1ccccc1)N1CCN(C)CC1 (stereo not drawn)	.	0	-4	1.8	.	0.3	-0.9	-1	-0.5
CSc1ccc(/C=N/N2CCN(Cc3ccc(C)cc3C)CC2)cc1	0.8	5	19	-3.4	i	-0.5	-1.6	0	-0.1
COc1cccc(C2=NOC(C(=O)Nc3ccc(C(C)=O)cc3)C2)c1 (stereo not drawn)	.	4	2	-2.4	-0.2	-1.2	.	0	0.7
CC(C)(C)S(=O)(=O)c1cnc(-c2cnccn2)nc1N	1.3	1	-1	1.1	0.6	-2.1	0.8	3	-1.3
CN(c1cccc(NC(=O)c2cccc([N+](=O)[O-])c2)c1)S(C)(=O)=O	0.6	-5	-2	-0.4	-1.6	-4.8	3.1	-3	1.4
CC1CCc2sc(C(=O)NCC(C)(C)N3CCOCC3)cc2C1 (stereo not drawn)	0.5	8	7	0.0	-0.3	0.7	.	1	1.1
O=C(CSc1nnc2ccccn12)Nc1ccccc1C(=O)O	2.0	4	9	0.4	0.7	0.0	.	3	-0.1
Cc1ccc(CNc2nc3ccccc3n2C)o1	0.4	5	0	-0.1	0.2	-1.1	-2.2	-1	0.8
C[C@@H](C(=O)N1CCN(Cc2ccc3c(c2)OCO3)CC1)n1nnc2ccccc2c1=O	0.9	-2	0	-0.3	1.4	-0.9	70*	5	-0.6
NC(=O)NC(=O)CSc1cccc(C(F)(F)F)c1	.	6	-10	0.2	i	-2.1	-1.7	-1	2.4
CCn1c(SCC(=O)N2CCCCCC2)nc2c(c1=O)SCC2	0.5	16	10	0.2	12	-0.4	7.4	3	-0.8
O=C(O)CC1S/C(=N/N=C/C=C/c2ccccc2)NC1=O (stereo not drawn)	-1.6	50*	2&5	3.0&6.8	-0.3&-1.6	1.2&-0.3	0.6	-2&-6	0.1&0.2
N/C(Cc1ccc(Cl)cc1Cl)=N\OC(=O)c1cccs1	.	-8	9	-1.2	-4.3	-5.1	6.2	-4	13
Later entries
SMILES	TcdB GH inh	GDH-TPI counter	Yp Topo-I inh	UGM FP inh	BH1578 lux ind	FadD28 FP inh	Mtb BioA inh	Mtb FBA inh	PfHsp40 yeast
O=C(Nc1nc2ccc(S(=O)(=O)N3CCCCC3)cc2s1)c1cccnc1	-1.4	40*	2	-2.5	-0.6	-1.2	3.9	3	0.7
Cc1cc(C)c2c(c1)/C(=N/NS(=O)(=O)c1ccccc1)CCC2	.	-3	-4	-1.8	-0.9	-4.8	0.1	0	-0.5
Cc1nc2ccccc2c(=O)n1/N=C/c1ccccc1	.	2	5	-1.4	-3.2	-3.3	1.3	-2	0.9
CCCCn1cnc2c(SCc3ccccn3)nc(N)nc21	1.4	11	3	.	-0.8	-3.9	1.9	-4	0.2
COc1ccc(C(=O)NCC(=O)N/N=C/C=C/c2ccccc2)cc1OC	0.8	16	-5	0.8	-0.2	-0.1	.	-6	1.0
CCCC[C@@H]1CNC(=O)C(=O)N1CCc1cc(C(F)(F)F)cc(C(F)(F)F)c1	1.1	8	8	2.4	-1.2	-4.5	2.4	1	3.4
O=C(Nc1ccc(F)cc1F)c1ccc2c(c1)OCCO2	1.7	-5	1	1.4	-0.3	-1.7	-1.1	0	-0.2
C=CCn1c(N)c(S(=O)(=O)c2cccs2)c2nc3ccccc3nc21	.	1	0	-0.8	0.4	0.8	0.4	163*	1.3
Cc1ccc(-c2nnc(NCc3nc4ccccc4[nH]3)c3ccccc23)cc1S(=O)(=O)N1CCCCC1	.	12	?	.	-0.4	4.2	1.6	1	0.2
CCCCN(CCCC)CCNC(=O)CN1C(=O)CSc2ccc(S(=O)(=O)N3CCCCC3)cc21	0.3	9	6	1.7	i	-1.4	11	0	-0.2
CCOC(=O)CCNc1n[nH]c(=O)[nH]c1=O	0.6	3	1	1.5	.	1.9	-0.8	-1	-0.4
CCCCN(CC)CCNC(=O)Cn1cnc2sc(C)c(S(=O)(=O)N3CCC(C)CC3)c2c1=O	-0.4	3	10	0.4	-0.3	.	-1.1	-1	-0.1
COc1ccc(-c2ccc([C@H]3[C@H]4C=CC[C@@H](C)[C@@H]4C(=O)N3Cc3ccccc3)c(F)c2)cc1OC	1.3	5	-4	1.3	i	-0.5	-0.9	1	-2.0
Cn1c(C(=O)O)c(CC(=O)N2CCN(Cc3ccccc3)CC2)c2ccccc21	.	2	-1	-0.2	i	3.4	-0.1	1	11
CC1(C)CC(=O)C(CS(=O)(=O)c2ccccc2)=C(O)C1	-0.9	-1	-2	4.1	0.6	1.7	-0.8	7	-0.7
C[C@@H]1CN([C@@H](C)CO)C(=O)CCCn2nncc2CO[C@H]1CN(C)S(=O)(=O)c1ccc(C#N)cc1	-1.1&-0.6	-6	0	.	i	1.3	-8.6	0	.
Cn1c(NCC(O)c2ccccc2)nc2c1c(=O)n(Cc1ccc(Cl)c(Cl)c1)c(=O)n2C (stereo not drawn)	.	7	-19	-0.7	-0.8	-0.6	2.2	0	0.2
COc1ccc(C(=O)NCCNc2nc3c(C)cccc3cc2C#N)cc1OC	1.1	-15	3	1.0	i	1.6	-2.0	29*	1.4
CCCn1c(SCC(=O)NC2CCCC(C)C2C)n[nH]c1=O (stereo not drawn)	.	5	-7	1.3	-0.3	-2.5	-0.9	-2	4.0
COc1ccc(Nc2nc(N)nc(CN3CCC(C)CC3)n2)cc1	1.5	0	6	1.9	-0.1	-1.6	0.4	-1	-1.1
CN(C)C1=NCCN1CC1CCCCCC1	-3.1	3	0	0.0	1.3	-1.1	4.8	1	-1.5
OCC#CC[N+]1(CC#Cc2ccccc2)CCOCC1	0.7	-4	-11	0.9	-0.6	-2.4	.	2	0.3
Cc1nc(S(=O)(=O)Nc2ccccc2C(=O)NCC2CC2)cn1C	-1.0	-3	-10	-2.9	i	0.3	1.9	25	0.3
CCCc1nc2ccccc2n1Cc1ccccc1OC	3.7	-2	18	1.8	5.2	-8.2	-0.1	2	-1.5
CC(C)(C)C(=O)N1CCN(c2ncnc3scc(-c4ccccc4)c23)CC1	0.1	-4	18	1.0	-0.4	-0.8	0.4	1	2.5

In a second layout: three of the compounds above
Structure | TcdB GH inh | GDH-TPI counter | Yp Topo-I inh | UGM FP inh | BH1578 lux ind | FadD28 FP inh | Mtb BioA inh | Mtb FBA inh | PfHsp40 yeast
Cn1c(NCC(O)c2ccccc2)nc2c1c(=O)n(Cc1ccc(Cl)c(Cl)c1)c(=O)n2C (stereo not drawn) | . | 7 | -19 | -0.7 | -0.8 | -0.6 | 2.2 | 0 | 0.2
COc1ccc(C(=O)NCCNc2nc3c(C)cccc3cc2C#N)cc1OC | 1.1 | -15 | 3 | 1.0 | i | 1.6 | -2.0 | 29* | 1.4
CCCn1c(SCC(=O)NC2CCCC(C)C2C)n[nH]c1=O (stereo not drawn) | . | 5 | -7 | 1.3 | -0.3 | -2.5 | -0.9 | -2 | 4.0

New compounds follow.
SMILES	TcdB GH inh	GDH-TPI counter	Yp Topo-I inh	UGM FP inh	BH1578 lux ind	FadD28 FP inh	Mtb BioA inh	Mtb FBA inh	PfHsp40 yeast
CC1CCC2(CC1)NC(=O)N(CC(=O)c1cn(CCC#N)c3ccccc13)C2=O (stereo not drawn)	1.3	7	2	0.2	i	4.9	.	0	0.0
CCc1ccccc1NC(=O)N1C[C@H]2C[C@@H](C1)c1cccc(=O)n1C2	-0.6	15	4	1.6	-0.6	-0.3	-0.3	2	-0.5
CCOc1ccc(OCCC(=O)N(CCC2=CCCCC2)c2c(N)n(Cc3ccccc3)c(=O)[nH]c2=O)cc1	0.0	-7	41	2.0	i	-2.3	-0.2	1	2.7
S=c1[nH]cc(-c2ccc(Cl)cc2)n1Cc1ccccc1	0.5	21	-7	-0.8	i	-0.6	0.7	5	0.1
CC(=O)Nc1ccc(OCCOc2ccccc2C(C)=O)cc1	0.7	-3	9	-0.4	-3.1	-2.4	0.2	-2	-1.2
Cn1c2c(c(=O)n(C)c1=O)CN(CC1CCCO1)CN2 (stereo not drawn)	.	0	-4	-0.3	-0.3	-0.8	0.8	-3	-1.6
CCOc1ccc(Cc2nnc(N)s2)cc1OCC	.	1	-5	1.0	0.7	-3.2	0.6	-8	0.7
COc1cc2cc(c1Cl)N(C)C(=O)CC(OC(=O)C(C)N(C)C(C)=O)C1(C)OC1C(C)C1CC(O)(NC(=O)O1)C(OC)C=CC=C(C)C2 (stereo not drawn)	0.7	-6	25	.	i	-3.9	.	-1	-1.2
CCc1ccccc1N(CC(=O)N1CCCCC1)S(=O)(=O)c1ccccc1	0.1	-5	31	-0.5	-0.5	-4.1	9.4	-1	-0.1
O=C(Nc1ccc(C(=O)O)cc1)/C(=C/c1ccc2c(c1)OCO2)NC(=O)c1cccc(Br)c1	-0.1	22	2	-0.1	-0.5	-3.9	-0.5	-3	0.4
Oc1ccc(CNCC2COc3ccccc3O2)cc1 (stereo not drawn)	.	1	-3	0.4	i	-1.3	.	2	-1.3
CCn1c(SCC(=O)Nc2ccccc2OC)nc(O)cc1=O	-0.8	3	2	-0.5	-0.7	-0.7	1.8	-1	-0.4
O=C(OCc1ccccc1Cl)c1cccnc1Cl	1.2	-1	0	-3.1	1.3	-6.9	0.6	1	0.5
COc1cc2c(cc1OC)C(c1ccc([N+](=O)[O-])cc1)NC(=O)C2 (stereo not drawn)	0.7	9	-11	1.4	0.0	0.8	-3.1	2	-0.2
CN(Cc1ccco1)C(=O)CSc1nc(C2CC2)n(-c2ccccc2)n1	2.5	-1	7	.	-1.4	-4.6	0.9	0	0.0
CCOC(=O)Cn1c(-c2ccccc2)cc(SC)c(C#N)c1=O	0.3	10	-5	1.3	3.3	0.5	-2.0	0	0.5
O=C1CC(O)(C(F)F)Oc2ccc3ccccc3c21 (stereo not drawn)	.	6	-1	?	i	1.3	.	44*	-0.4
COc1cccc(NC(=O)Cn2c(CCC(=O)O)ccc2-c2cccs2)c1	0.1	6	-2	1.0	-0.7	-1.8	.	-1	-1.2
